# Assay outcomes: PubChem, several laboratories
# C-LANA FP: inhibitors of KSHV C-LANA binding to DNA, primary screen, biochemical, fluorescence polarization, FAM-LBS DNA, MBP-C-LANA, single point; Kaposi's sarcoma herpesvirus LANA C-terminal domain (residues 932-1162) DNA binding; inhibition, % at 9 µM; 340,000 compounds, 0.078% hits; AID 504423, 2011;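 active = highest replicate inhibition at or above 60% at 9 µM, even if other replicates fall short; inactive = all replicates below 60% inhibition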;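 note: 0% = neutral control wells and 100% = 4 µM acridine orange control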
# CDK5 inh: inhibitors of human CDK5/p35 kinase, primary screen, biochemical, single concentration | Cyclin-dependent kinase 5 (Homo sapiens) + Cyclin-dependent kinase 5 activator 1 (Homo … | Recombinant CDK5/p35, ADP-Glo luminescence, 60 min | inhibition, % at 10 µM | 330,000 compounds, 0.01% hits;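 active = highest replicate inhibition of at least 50% and at least 75% of replicates reaching 50%; inconclusive = only one of the two criteria met; inactive = both criteria failed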;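 note: plate controls were DMSO neutral control for no effect and GW8510 at 10 µM for full effect; many of its hits are not listed in these tables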
# Target sequence (Q00535 whole entry, looked up): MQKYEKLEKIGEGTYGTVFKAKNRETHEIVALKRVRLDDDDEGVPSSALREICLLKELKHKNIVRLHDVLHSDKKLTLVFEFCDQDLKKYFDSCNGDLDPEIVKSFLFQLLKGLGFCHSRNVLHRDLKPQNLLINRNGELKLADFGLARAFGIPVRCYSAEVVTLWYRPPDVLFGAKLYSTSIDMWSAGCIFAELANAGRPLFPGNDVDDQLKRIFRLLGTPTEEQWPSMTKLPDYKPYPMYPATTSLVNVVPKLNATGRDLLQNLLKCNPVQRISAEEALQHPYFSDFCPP
# Target sequence (Q15078 whole entry, looked up): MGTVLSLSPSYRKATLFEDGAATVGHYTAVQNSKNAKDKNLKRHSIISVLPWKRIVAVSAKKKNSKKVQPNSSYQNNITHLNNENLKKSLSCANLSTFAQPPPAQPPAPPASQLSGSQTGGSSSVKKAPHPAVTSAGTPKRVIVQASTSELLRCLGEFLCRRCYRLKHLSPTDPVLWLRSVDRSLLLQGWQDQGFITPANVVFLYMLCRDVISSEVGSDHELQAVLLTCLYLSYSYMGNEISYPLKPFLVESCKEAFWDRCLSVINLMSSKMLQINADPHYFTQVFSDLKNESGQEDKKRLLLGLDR
# Rtt109 HAT inh: inhibitors of C. albicans Rtt109/Vps75 HAT, primary screen, biochemical, ThioGlo CoA-SH fluorescence, plate reader; Histone acetyltransferase RTT109 (Candida albicans (strain SC5314 / ATCC MYA-2876)), …; purified Rtt109/Vps75, 4 h; inhibition, % at 34.9 µM; 330,000 compounds, 0.16% hits;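 active = inhibition of at least 50% in every replicate; inconclusive = best replicate reaches 50% inhibition but some replicates fall short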
# Target sequence (Q5AAJ8 whole entry, looked up): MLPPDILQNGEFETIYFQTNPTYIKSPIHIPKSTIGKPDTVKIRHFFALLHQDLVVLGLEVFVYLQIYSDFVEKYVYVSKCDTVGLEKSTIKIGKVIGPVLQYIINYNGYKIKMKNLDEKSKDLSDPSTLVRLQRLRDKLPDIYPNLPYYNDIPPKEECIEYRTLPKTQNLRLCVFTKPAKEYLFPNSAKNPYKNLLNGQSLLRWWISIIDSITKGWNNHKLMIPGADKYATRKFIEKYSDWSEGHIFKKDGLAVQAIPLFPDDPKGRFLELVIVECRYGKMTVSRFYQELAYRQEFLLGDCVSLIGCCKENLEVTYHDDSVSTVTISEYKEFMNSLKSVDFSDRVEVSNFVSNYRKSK
# PvdQ inh: P. aeruginosa PvdQ acylase inhibitors, primary screen, biochemical, fluorescence, plate reader and imaging, single point. PvdQ acylase [Pseudomonas aeruginosa LESB58]. purified PvdQ acylase. inhibition, % at 10 µM. 340,000 compounds, 0.063% hits; in the data active = inhibition above about 30%, passing the limit was not always enough; inconclusive = no clear call, values can overlap the other calls;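 note: 0% = vehicle neutral wells and 100% = reference inhibitor wells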
# Cardiac RTF inh: cardiac RTF calcium sensitivity inhibitors, primary screen, biochemical, IANBD-TnC fluorescence, EC70 calcium; Troponin I, cardiac muscle (Homo sapiens) + Troponin T, cardiac muscle (Homo sapiens) + …; IANBD-labeled cardiac RTF, Ca2+ fluorescence; inhibition, % at 7.15 µM; 340,000 compounds, 0.12% hits; AID 493244, 2011;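 active = inhibition above the mean inhibition of all tested compounds plus 3 SD, cut at about 17% in these data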;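 note: assay run at fixed EC70 calcium of 1.6 mM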
# cardiac RTF act: cardiac RTF calcium sensitivity activators, primary screen, biochemical, IANBD-TnC fluorescence, EC20 calcium | Troponin I, cardiac muscle (Homo sapiens) + Troponin T, cardiac muscle (Homo sapiens) + … | IANBD-labeled TnC RTF fluorescence at EC20 calcium; 0% EC20 calcium, 100% full calcium | activation, % at 7.2 µM | 340,000 compounds, 0.24% hits | AID 493008, 2010;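 active = activation above the mean over all tested compounds plus 3 SD, cut at about 30% in these data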;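 note: rise in fluorescence read as greater calcium sensitivity of cardiac thin filaments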
# SUMO Mot1 rescue: yeast Mot1-301 growth rescue at high temperature, primary screen, SUMOylation pathway inhibitor project, S. cerevisiae, ATP luminescence, 38.5C; S. cerevisiae Mot1-301 growth rescue; percent above DMSO median, 100 means doubled; 320,000 compounds, 1% hits; AID 2716, 2010; growth rescue, % at 18.8 µM;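 active = every valid replicate shows activation above 250% relative to neutral control wells; inactive = the rest, any valid replicate at or below 250%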;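 note: OY570 slx delta 5 strain wells were the positive control but not used for scaling; some compounds called inactive have numbers as strong as hits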
# dFosB activator: activators of delta FosB homodimer, primary screen, biochemical, fluorescence polarization, TAMRA-CDK5 oligo, single point. purified delta FosB; percent of positive-control signal above neutral wells. Protein FosB (Mus musculus), P13346. activation, % at 25 µM. AID 493131, 2011. 340,000 compounds, 0.99% hits;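 active = mean activation above about 17%, with every replicate also reaching it, limit read from the data, passing the limit was not always enough; inconclusive = only one of the two conditions met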;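 note: fluorescence polarization rise as delta FosB binds a TAMRA Cdk5 AP-1 oligo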
# Keap1-Nrf2 PPI: Keap1-Nrf2 protein-protein interaction inhibitors, primary screen, biochemical, fluorescence polarization, single point. Keap1 Kelch-Nrf2 peptide fluorescence polarization, 1536-well. inhibition, % at 9.4 µM. 340,000 compounds, 0.15% hits; in the data active = inhibition above about 12%; inconclusive = no clear call, values can overlap the other calls; inactive = below about 7.3%;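 note: human Keap1 Kelch domain with fluorescein labeled Nrf2 9mer peptide probe; 0% = neutral control wells and 100% = peptide positive control; higher means more block of Keap1 binding to Nrf2 peptide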
# NSD2 HMT inh: NSD2 histone methyltransferase inhibitors, primary screen, biochemical, AlphaScreen, single concentration, set 2; Histone-lysine N-methyltransferase NSD2 (Homo sapiens), O96028; NSD2 peptide methylation, 120 min; inhibition, % at 12.5 µM; 310,000 compounds, 0.54% hits; in the data active = inhibition above about 50%
# PfHsp90 yeast 2: growth inhibition of PfHsp90-expressing yeast, primary screen, antimalarial PfHsp90 inhibitor project, S. cerevisiae, BacTiter-Glo luminescence, single point, set 2; BacTiter-Glo ATP, 48 h; yeast lacking PDR1 and PDR3 efflux regulators; inhibition, % at 9.4 µM; 310,000 compounds, 0.32% hits;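 active = every replicate shows inhibition above about 80%, whatever the replicate mean, limit read from the data; inconclusive = mean inhibition reaches the set limit but some replicate falls short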;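 note: 0% = DMSO neutral controls and 100% = 20 µM radicicol positive controls; yeast relying on Plasmodium falciparum Hsp90 in place of its own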
# Starred values were filed as active, the others as inactive; ? = inconclusive; . = no result given.
SMILES,C-LANA FP,CDK5 inh,Rtt109 HAT inh,PvdQ inh,Cardiac RTF inh,cardiac RTF act,SUMO Mot1 rescue,dFosB activator,Keap1-Nrf2 PPI,NSD2 HMT inh,PfHsp90 yeast 2
c1ccc(-c2cncnc2)nc1,2.4,0.9,1,-2,-10,-4,2,3,-3,.,17
CSc1ccc(S(=O)(=O)NC2CC2)cc1,0.4,1.1,-13,-6,-5,-2,-7,8,0,0,-14
COc1cc2c(=O)n(CCC(=O)NCC3CCCO3)c(=O)n(CC(=O)Nc3ccc(C)cc3C)c2cc1OC (centres undefined),-0.6,-0.9,-7,-2,-7,-5,-21,-4,4,2,-14
Cc1ccc2[nH]c3c(N4CCOCC4)ncnc3c2c1,-2.1,1.4,-1,-10,-2,-1,-6,1,-5,3,-8
CC(=O)c1cc(F)c(N2CCOCC2)cc1C,0.5,-1.6,0,-8,-3,2,391,0,-3,5,-10
O=C(C1COc2ccccc2O1)N1CCN(Cc2ccc(Br)cc2F)CC1 (centres undefined),2.3,3.5,6,-13,7,2,-23,-16,3,0,7
COc1cc(/C=C2/SC(=S)N(c3ccccc3)C2=O)ccc1Oc1nc(N2CCOCC2)nc(N2CCOCC2)n1,1.0,-1.4,12,13,-3,0,33,-5,8,-1,-13
CCCOc1cccc(C(=O)N/N=C/c2coc3ccccc3c2=O)c1,1.3,-0.3,0,2,2,-6,102,-30,1,1,17
CCCCOc1ccc(C(O)(CCC)CCN2CCOCC2)cc1 (centres undefined),-0.7,-0.1,2,-15,1,3,5,5,-7,28,-9
Fc1ccc(-n2nnc(-c3cnc4ccccc4c3)n2)cc1,2.1,1.1,0,-1,8,2,2,2,-2,.,-12
CCNc1nc(SCC(N)=O)nc2sc3c(c12)CCN(C)C3,-5.1,0.0,-2,0,-17,18,.,-5,-9,8,6
C=C(C)Cn1c(SCCCO)nc2c1c(=O)[nH]c(=O)n2C,0.0,-0.5,3,4,-11,-3,-12,-13,1,-3,-6
O=C(CN(C(=O)c1csnn1)c1cccc2ccccc12)NCc1ccc(F)cc1,1.3,1.0,3,-17,-5,1,3,-11,2,-5,21
CCN(C(=O)COC(=O)/C=C/c1nc2ccccc2s1)C1CCS(=O)(=O)C1 (centres undefined),1.2,-1.2,-8,-3,2,-2,6,-3,-4,-2,12
CC(C)C(=O)NN(C(=O)c1ccccc1)c1ccccc1,-0.5,-2.0,6,-15,6,3,-14,1,-3,-1,-22
OCC1CCCN(Cc2cn(Cc3ccccc3)nc2-c2cc3ccccc3o2)C1 (centres undefined),-0.3,0.5,-6,-10,-10,0,6,-5,0,.,.
COc1ccc2c(c1)[nH]c1c(=O)n(Cc3ccncc3)cnc12,-12,0.4,1,-11,-6,3,77,-8,-3,-1,-7
CC(=O)Nc1ccc(Cl)cc1-c1ccccc1,0.5,-7.4,0,-18,0,-4,.,-2,-5,0,.
Cc1nnc(N/N=C/c2ccc(-c3ccccc3F)o2)n1N,-1.8,0.3,6,1,4,-2,-4,-3,0,85*,-23
O=C(NN=C(Cc1ccccc1)Cc1ccccc1)C1CC1,-0.6,0.4,-18,-4,2,3,-15,5,-2,0,-8
CCOC(=O)c1ccc(NC(=O)CCC2COc3ccccc3O2)cc1 (centres undefined),1.0,-1.8,.,3,-3,2,-9,-15,-3,-1,.
CCc1ccc(/C(C)=N/NC(=O)c2ccccn2)cc1,3.0,-1.9,8,-15,-9,1,4,0,-7,-1,37
CCOc1ccc(C(=O)Nc2ccc(N3CCN(C)CC3)cc2)cc1Br,-2.3,1.8,-3,-2,-6,3,-2,5,-2,-1,-2
Nc1nc(Nc2ccccc2F)sc1C(=O)c1ccccc1,1.2,16,-5,-5,-3,-1,315,-3,-2,3,-38
Cn1nc(C(=O)NCc2ccc(F)cc2)cc1C(=O)NCc1ccc(F)cc1,.,-0.6,.,-8,4,2,.,-9,.,-1,-63
# Continuation:
SMILES,C-LANA FP,CDK5 inh,Rtt109 HAT inh,PvdQ inh,Cardiac RTF inh,cardiac RTF act,SUMO Mot1 rescue,dFosB activator,Keap1-Nrf2 PPI,NSD2 HMT inh,PfHsp90 yeast 2
c1ccc(-c2nc3ccccn3c2NC2CCCC2)nc1,-1.9,1.6,19,-3,.,.,16,-5,-4,25,-3
O=C(CN1CCN(c2ccc(O)cc2)CC1)Nc1ccc2c(c1)OCCO2,1.5,0.5,-3,-18,-2,2,-6,-4,2,8,.
CC1=NN(c2ccccc2)C(=O)C1c1ccccc1 (centres undefined),-0.4,-1.2,17,4,5,1,-21,-1,1,1,-10
Cn1c(CCCOc2ccc(Cl)cc2Cl)nnc1SCC(=O)Nc1cccc(F)c1,0.0,0.2,1,-19,7,1,8,-2,0,-2,4
CN(CC(=O)Nc1ccc(F)c(F)c1F)C(=O)CN1C(=O)C2CCCCC2C1=O (centres undefined),-1.3,1.3,12,-13,-1,0,151,7,4,-4,7
N#CC1=C(N)Oc2n[nH]c(-c3cccs3)c2C1c1cccs1 (centres undefined),2.2,-2.4,-14,-11,2,-2,.,-8,-3,-1,-9
CCCCCCc1ccc(OCC(=O)OC)cc1OCC(=O)OC,-0.6,2.0,10,-13,-3,8,0,-7,-2,24,-8
CN1/C(=C\C(=O)COC(=O)c2ccc([N+](=O)[O-])o2)C(C)(C)c2ccccc21,0.0,2.0,7,-8,10,-2,428*,-3,-1,0,.
O=C(Cc1ccc(NS(=O)(=O)c2cccc(C(F)(F)F)c2)cc1)NCCN1CCOCC1,0.0,-0.2,1,-17,-8,1,-17,-5,-1,-3,.
CC(=O)NN1C(=O)/C(=C\c2ccccc2)SC1=S,-1.1,-0.1,23,-9,-2,-2,-17,-3,0,.,-16
Cc1ccccc1C1N(c2nccs2)C(=O)C2CCCN21 (centres undefined),0.6,-0.6,-14,-3,-6,-4,-14,2,5,-3,-13
CSc1nnc2c3cc(C)ccc3n(Cc3ccccc3)c2n1,-5.0,-0.6,1,-5,-2,6,910*,?,1,0,.
Cc1ccc(C(=O)NC(NCc2ccccc2)C(Cl)(Cl)Cl)cc1 (centres undefined),1.9,-0.7,-18,-7,6,4,14,1,-1,-4,7
CCC(=O)OC1(C)C(=O)C=C2C=C(C3CC3)OC=C2C1=O (centres undefined),8.4,-3.1,-3,-19,0,15,10,-18,-4,.,19
Cc1ccc(NC(=O)N/C=C/c2ccco2)cc1,2.3,-2.6,3,-10,-14,7,2,-8,-4,4,-12
Cc1ccc(C2CC(c3ccccc3)=NN2C(=O)CSc2nnc(-c3ccc(Cl)cc3)o2)o1 (centres undefined),0.0,-3.3,3,-3,6,14,212,-5,-2,0,2
N#C/C(C(=S)Nc1ccccc1)=C1/NN=C(N2CCOCC2)N1c1ccccc1,0.5,1.8,.,?,-20,-7,-2,-6,4,1,4
Cc1cc(C)c(C(N)=O)c(Nc2cccc3ccccc23)n1,0.5,0.1,0,-10,-5,2,2,-5,-1,0,6
Cn1ccnc1SCC(=O)N1CCN(S(=O)(=O)c2ccccc2)CC1,-1.7,-1.9,1,-21,-4,8,3,-7,-6,0,-2
C[C@H](CO)N1C[C@H](C)[C@@H](CN(C)Cc2ccncc2)Oc2c(NS(=O)(=O)c3ccc(Cl)cc3)cccc2C1=O,-2.0,0.5,-1,-1,-3,-9,-7,-6,0,.,6
Cc1csc(NC(=O)c2ccc(C)c(S(=O)(=O)N3CCCCC3)c2)n1,1.4,2.0,-3,-3,-14,11,8,-11,-2,.,.
CCOC(=O)c1c(-c2ccc(OC)cc2)csc1NC(=O)CSc1ncnc2sccc12,1.8,-0.2,18,10,-2,4,-15,-5,-3,-2,-10
COc1ccc(CCC(=O)NCC23CC4CC(CC(C4)C2)C3)cc1,-1.3,0.6,-8,-14,-6,4,-6,-11,4,-2,-8
COc1ccc(S(=O)(=O)NCCc2cc3ccc(C)c(C)c3[nH]c2=O)cc1,1.1,-4.5,-7,-25,13,1,-10,-7,-4,-6,-10
Cc1ccccc1OCCC(=O)N1CCN(S(=O)(=O)c2ccc(Br)cc2)CC1,0.7,-4.1,-3,-7,5,0,.,-20,-5,0,6
# Other compounds.
SMILES,C-LANA FP,CDK5 inh,Rtt109 HAT inh,PvdQ inh,Cardiac RTF inh,cardiac RTF act,SUMO Mot1 rescue,dFosB activator,Keap1-Nrf2 PPI,NSD2 HMT inh,PfHsp90 yeast 2
COc1ccc(CCNc2nc(-c3cccnc3)nc3ccccc23)cc1OC,-0.4,0.9,2,1,8,-3,-19,-5,3,40,10
CC(C)(C)c1ccc(Oc2ccc(NC(=O)c3ccco3)cn2)cc1,-0.1,1.6,-7,7,0,-1,378,-2,-7,2,-5
O=C(NC(Cc1ccccc1)C(=O)O)/C(=C\c1ccco1)NC(=O)c1ccccc1 (centres undefined),3.6,-1.9,4,-2,-14,5,-2,0,-7,6,-7
COc1ccc(C2=NN(C(=O)CSc3nnnn3C)C(c3ccco3)C2)cc1 (centres undefined),-0.1,0.2,-5,-14,4,-2,7,1,-4,-3,-22
Cc1ccc(CN(C)C(=O)COC(=O)CSc2cc(C)c3ccccc3n2)cc1,0.8,-0.3,-9,-6,-8,0,31,-20,-1,-2,-11
O=C(NC(=S)Nc1ccccc1N1CCOCC1)c1ccc(-c2ccccc2F)o1,-0.5,0.4,15,5,2,5,-8,-7,-2,-1,-20
CSCC[C@H](NC(=O)OC(C)(C)C)C(=O)N1CCC(C(=O)N[C@@H](C)C(=O)O)CC1,0.6,0.9,-9,-12,-22,-2,1,4,1,0,4
O/N=C/c1ccc(OCc2ccccc2)c(Br)c1,2.6,0.5,7,-8,2,10,4,-9,-2,0,-9
O=C(Nc1ccc(S(=O)(=O)N2CCCCC2)cc1)c1ccc(F)cc1,-1.4,-4.0,7,-8,9,-3,9,-8,3,-5,7
CCc1nonc1NC(=O)c1oc2ccc(Cl)cc2c1C,1.2,1.4,1,-8,-2,6,.,-6,-5,-6,-16
